TbPYK inhibitor – T. brucei pyruvate kinase inhibition; Potency, µM (titrated, usually from 76.8 µM), for inactives: at the top dose activity, negative = inhibition, hits mostly inhibitors; hit rate 0.12% among 410,000; AID 624173; TbPYK enzyme, Kinase-Glo Plus ATP luminescence, 45 min; note: potency is the fitted concentration of half-maximal effect; % is set by controls: 0 for no effect and ±100 for the full control effect; nearly all actives have a fitted effect of over 50% in size
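Readout: single end-point luminescence (Kinase-Glo Plus, 10 min). Reaction conditions were TbPYK/substrate plus 130 uM ADP, 45 min at RT, pH 7.2 TEA buffer. No-enzyme wells served as controls, and data were normalized before concentration-response fitting.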
Pf growth 96h – P. falciparum growth inhibition at 96 hours. AID 504834. hit rate 6.9% among 320,000. P. falciparum luciferase reporter growth, 96 h. Potency, µM (doses to about 28.7 µM), for inactives: at the top dose activity change, negative = inhibition, usual class: inhibitors; note: potency is the fitted concentration of half-maximal effect; % is set by controls: 0 for no effect and ±100 for the full control effect
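Luminescence readout: decreased luciferase signal marks inhibited growth of reporter-expressing P. falciparum in infected red cells (2% hematocrit, 0.05% parasitemia final), exposed to compound two generations (96 h, 37 C, 5% CO2).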
Pf growth 48h – P. falciparum growth inhibition at 48 hours (one generation); P. falciparum luciferase growth in erythrocytes, 48 h; Potency, µM (highest dose often 28.7 µM), for the others: at the highest dose activity change, negative = inhibition, actives largely listed as inhibitors; hit rate 5.9% among 310,000; note: potency is the fitted concentration of half-maximal effect; % is set by controls: 0 for no effect and ±100 for the full control effect
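Luciferase-expressing parasites in RBCs, 2% Hct / 0.1% parasitemia final; RPMI 1640 + 0.5% Albumax; 37 C, 5% CO2, one generation; luminescence read-out, lower signal = inhibition.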
AmpC no deterg – AmpC beta-lactamase inhibition without detergent; hit rate 0.52% among 330,000; AmpC nitrocefin hydrolysis, absorbance 480 nm, 0.0001% Triton; AID 485341; Potency, µM (highest dose often 57.1 µM), without a hit: at the top dose activity change, negative = inhibition, most hits filed as inhibitors;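 note: potency is the fitted concentration of half-maximal effect; plate controls were no compound for no effect and no enzyme for full effect; nearly all actives have a fitted effect of over 20% in size; some results filed as inactive show a strong effect at the top dose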
Target sequence (P00811 whole entry, looked up): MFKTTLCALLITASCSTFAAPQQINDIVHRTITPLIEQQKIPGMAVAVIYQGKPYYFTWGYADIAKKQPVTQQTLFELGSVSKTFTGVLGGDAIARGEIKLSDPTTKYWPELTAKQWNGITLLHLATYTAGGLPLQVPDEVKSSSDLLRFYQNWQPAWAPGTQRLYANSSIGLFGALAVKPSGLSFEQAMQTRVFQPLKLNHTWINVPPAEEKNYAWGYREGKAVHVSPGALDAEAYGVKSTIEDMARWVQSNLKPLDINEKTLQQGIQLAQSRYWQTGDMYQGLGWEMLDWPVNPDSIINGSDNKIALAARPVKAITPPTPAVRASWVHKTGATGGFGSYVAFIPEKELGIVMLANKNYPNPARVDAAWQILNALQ
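AmpC (5.3 nM in the dispensed reagent) in 20 mM phosphate pH 7.0 with 0.01% (detergent screen) or 0.0001% Triton X-100 was preincubated with compounds for 15 min at room temperature. Nitrocefin was then added from an 800 uM solution, and hydrolysis was followed at 480 nm.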
Cycloheximide cs – counter-screen for Shiga toxin inhibitors: cycloheximide protein synthesis inhibition; cell reporter, cycloheximide protein synthesis inhibition counterscreen; max response, %; hit rate 12% among 300,000; AID 2314; in the data active = max response mostly above about 13%, no sharp cut-off; inactive = mostly below about 14%; note: read at 38.3 µM for the half of the compounds with a filed dose; 0% is about no effect
LmPK inhibitor – inhibitors of Leishmania mexicana pyruvate kinase | Q27686 | purified LmPK, Kinase-Glo ATP luminescence, 1 h | Potency, µM (series often up to 57.5 µM), for inactives: at the top dose activity change, negative = inhibition, usual class: inhibitors | hit rate 0.37% among 290,000; note: potency is the fitted concentration of half-maximal effect; % is set by controls: 0 for no effect and ±100 for the full control effect
Target sequence (Q27686 whole entry, looked up): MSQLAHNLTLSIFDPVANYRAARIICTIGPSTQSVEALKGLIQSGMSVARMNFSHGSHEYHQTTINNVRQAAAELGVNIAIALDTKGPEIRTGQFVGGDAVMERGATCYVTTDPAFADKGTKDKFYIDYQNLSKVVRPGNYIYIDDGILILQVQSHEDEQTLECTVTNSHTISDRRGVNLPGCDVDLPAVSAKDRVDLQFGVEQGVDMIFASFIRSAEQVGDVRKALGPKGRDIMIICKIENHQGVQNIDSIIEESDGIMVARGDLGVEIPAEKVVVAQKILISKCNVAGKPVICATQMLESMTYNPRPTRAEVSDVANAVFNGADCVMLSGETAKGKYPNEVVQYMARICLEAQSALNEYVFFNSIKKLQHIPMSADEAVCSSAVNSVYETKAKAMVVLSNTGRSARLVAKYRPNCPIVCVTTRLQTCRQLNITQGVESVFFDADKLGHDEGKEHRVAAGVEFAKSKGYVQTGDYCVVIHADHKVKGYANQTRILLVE
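Purified LmPK (0.1 nM) with 0.5 mM PEP and 0.1 mM ADP in imidazole buffer pH 7.2 with MgCl2/KCl, 1 h at room temperature. ATP formed was read by luciferase luminescence and normalized to no-enzyme and uninhibited controls.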
Shiga inhibitor – inhibitors of Shiga toxin in Vero cells | Vero cells, Shiga toxin protein synthesis inhibition reporter | inhibition, % at 38.7 µM | hit rate 9.2% among 290,000 | AID 2315; in the data active = inhibition mostly above about 28%, no sharp cut-off; inactive = mostly below about 43%; note: 0% is about no effect
Active calls of the source: *; ? = inconclusive; · = not tested or not shown; & = joins results of further samples; [ ] = another dose, or the depositor's remark. Unless noted, calls come from the whole dose curve; as a rule, active = well fitted curve in the direction sought with a large enough effect; inconclusive = small, poorly fitted or top-dose-only effect, or another doubt; inactive = no such curve, though single readings can be large; an effect the other way counts as inactive or inconclusive. The order is random; about 22% have a hit in one of these screens.

SMILES	TbPYK inhibitor	Pf growth 96h	Pf growth 48h	AmpC no deterg	Cycloheximide cs	LmPK inhibitor	Shiga inhibitor
CCn1c2ccccc2c2nnc(NN)nc21	-10%	-1%	?	-36%	-3	-7%	-3
CC(=O)O[C@@H]1[C@H]2CC[C@@H]3[C@]1(C[C@@H](OC(C)=O)[C@@]1(O)C([C@@H]4O[C@@H]4C1(C)C)[C@]3(C)O)C[C@@]2(C)O (some centres undefined)	1%	-17%	20%	-19%	-3	1%	-9
CCCN1CCC(=O)N([C@H](CSc2ccccc2)Cc2ccccc2)CC1	1%	?	?	112%[activator]	-3	-3%	18
O=C(COC(=O)Cc1c(Cl)cccc1Cl)Nc1ccc(OC(F)(F)F)cc1	1%	4%	4%	-14%	2	-2%	-14
Cn1nnnc1Sc1ncnc2scc(-c3cccc(S(C)(=O)=O)c3)c12	-4%	?	10µM*	-13%	·	·	·
Nc1nnc(SCC(=O)N2CCc3ccccc32)n1-c1ccccc1	-12%	-3%	1%	-5%	-1	-2%	7
CCCC#Cc1ccc2c(c1)COc1c3ccccc3nn1-2	-8%	145%[activator]	143%[activator]	-22%	·	·	·
CCCCn1c(-c2nonc2N)nc2ccccc21	1%	-6%	63%[activator]	-2%	16	-6%	-15
Cc1ccc(/C=C/S(=O)(=O)N2CCC(C(=O)O)CC2)cc1	2%	4%	0%	-18%	-1	0%	-6
Cc1ccc(C(=O)N(c2c(C)n(C)n(-c3ccccc3)c2=O)C(C)C)cc1	1%	-14%	·	-6%	-2	16%	-15
O=C1NC(=O)C(=Cc2coc3ccccc3c2=O)C(=O)N1	?	12%	-20%	-31%	-6	-10%[11.5 µM]	8
Fc1ccc(N2CCN(Cc3c[nH]c4ccccc34)CC2)cc1	·	-2%	?	-8%	2	6%	-10
O=C(c1noc2c1CCCC2)N1CCN(Cc2ccccc2)CC1	-6%	15%	24%	22%	14	9%	12
COCCCNC(=S)N1CCN(C(c2ccccc2)c2ccccc2)CC1	-3%	-8%	13µM*	162%[activator]	-3	11%	-2
NC(=O)c1ccccc1NC(=O)CSc1cn[nH]n1	7%	-21%	17%	-12%	-6	-2%	24
CCN(CC)S(=O)(=O)c1cc(C(=O)N(C)CC(=O)Nc2ccc(Cl)cc2)ccc1Cl	11%	?	?	35%	-3	4%	-2
O=C(c1ccc(S(=O)(=O)N2CCCCC2)cc1)N1CCCc2ccccc21	-2%	13µM*	?	-6%	-2	-5%	-6
Cc1ccc(NCCc2ccc(C)nc2)cc1	-7%	149%[activator]	·	-3%	12	3%	-11
CCN(CC)C(=O)c1[nH]cnc1C(=O)N[C@@H](C)C(=O)OC(C)(C)C	4%	9%	?	-3%	1	0%	-3
Cc1cc(C)nc(-n2nc(C)cc2NC(=O)CN2CCCC2)n1	-3%	?	?	-31%	11	1%	-8
O=C(CSc1nnnn1C1CCCCC1)N1c2ccccc2Sc2ccccc21	-4%	·	?	-11%	-4	4%	-17
O=C(Oc1ccccc1)c1ccc(NC(=O)c2ccco2)cc1	-29%	17%	?	-31%	53*	-10%	100*
C=C1CCN(C(CC(C)C)C(=O)OC)S(=O)(=O)c2ccccc21 (centres undefined)	3%	?	?	1%	9&-5	10%	4&-1
O=C(Cc1ccccc1)N/N=C\c1ccc(Br)o1	-22%	18%	-2%	-27%	9	-4%	30
Cc1ccc(Cl)cc1N1CCN(C(=S)NCc2ccco2)CC1	-7%	61%[1.15 µM]	?	-5%[2.29 µM]	2	2%	25
O=C(OCC(=O)C12CC3CC(CC(C3)C1)C2)c1ccc(CO)cc1	4%	?	40%[activator]	-13%	·	·	·
COc1ccc(C2(C#N)CCN(C)CC2)cc1	0%	49%[activator]	23%	-18%	8	0%	-1
Cc1ccc(NC(=O)/C(=C\c2ccccc2)NC(=O)/C=C/c2ccccc2)cc1	1%	?	?	-29%	5	8%	4
COc1ccc(CN(Cc2cc3cccc(C)c3[nH]c2=O)C(=O)N(C)C)cc1	-5%	-4%	-16%	-6%	1	-1%	-11
CCOC(=O)c1cc(C(=O)OCC)cc(-n2c(C)cc(C(=O)CN3CCOCC3)c2C)c1	2%	?	?	164%	-8	-3%	11
CCCCC/C=C\C/C=C\C/C=C\C/C=C\CCCC(=O)NC1CC1	3%	·	·	·	12	·	12
COc1ccc(CC(=O)Nc2ccc(C#N)c(Cl)c2)cc1S(=O)(=O)N1CCOCC1	-12%	?	-13%	5%	5	-10%	-11
Cc1cc(NC(=O)C23CC4CC(C2)CC(n2cnc([N+](=O)[O-])n2)(C4)C3)no1	2%	37%[activator]	19%	-2%	11	-4%	-4
Cc1ccc(C(=O)Nc2cccc(C(=O)N/N=C/c3ccccc3F)c2)cc1	-5%	?	80%[activator]	-40%	47*	0%	72*
CC(=O)Nc1ccccc1NC(=O)c1cccc2ccccc12	0%	?	-8%	-18%	9	1%	12
Cc1ccc(S(=O)(=O)N2CCN(C(=O)C(C)Cn3nc(C)c(C)c3C)CC2)cc1C (centres undefined)	0%	15%	-26%	141%[activator]	-5	7%	1
COC(=O)Cn1c2ccc(C)cc2c2nc3ccccc3nc21	-8%	26%	19%	-6%	9	0%	-4
COc1ccc(OC)c(N(CC(=O)Nc2cccnc2)S(=O)(=O)c2ccc(OC)c(OC)c2)c1	-6%	-6%	?	42%	-2	-4%	-6
Cc1ccc(-c2nc(C)sc2CC(=O)Nc2cccc(C)c2C)cc1	-4%	?	-10%	12%	-2	-2%	30
Cc1nc2c(-c3ccc(F)cc3)c(C)nn2c(C)c1CCC(=O)Nc1ccc(F)cc1F	-1%	-12%	-11%	-4%	1	0%	4
O=C(NCCCN1CCOCC1)c1cc2c(=O)[nH]c3ccccc3c2s1	5%	?	17%	-27%	-3	7%	5
O=S(=O)(Nc1ncccn1)c1ccc(NS(=O)(=O)c2cccc(Cl)c2Cl)cc1	-6%	21%	-9%	-27%	-2	3%	-1
Cc1ccc(C2CC(=O)c3cnc(N4CCN(c5ccccc5)CC4)nc3C2)cc1 (centres undefined)	0%	·	0%	-17%	-1	3%	-24
O=C(COc1ccc(Cl)cc1Cl)Nc1ccc(-c2ccc(N3CCOCC3)nn2)cc1	3%	?	26%	-6%	·	·	·
Cc1cc2nc3c(c(C(F)(F)F)n2n1)CCCC3	-19%	2%	27%	-20%	5	-2%	50
C=CCOC(=O)c1[nH]c2c(c1C)C(=O)CC(c1cc(OC)c(OC)c(OC)c1)C2 (centres undefined)	-15%	12µM*	9.3µM*	-2%	-1	2%	-9
COc1ccc(C(=O)N/N=C(\C)Cn2nc([N+](=O)[O-])cc2C)cc1	-2%	-21%	5%	-29%	16	-9%	58*
Cc1ccc(NC(=O)CN2C(=O)C3CCCCN3C(=O)c3ccccc32)cc1 (centres undefined)	-7%	228%[activator]	-19%	·	-3	3%	-11
Cn1c(=O)c2c(ncn2CC(=O)N2CCN(S(=O)(=O)c3ccc(Cl)cc3)CC2)n(C)c1=O	-2%	-9%	-14%	60%[activator]	-2	4%	-2
COc1ccc(N(CC(=O)NCCSC2CCCCC2)S(=O)(=O)c2ccc(C)cc2)cc1	-3%	1%	?	-3%	-3	-12%	-21
Cc1ccccc1NC(=O)Cc1nc(COC(=O)COc2ccc(C(C)(C)C)cc2)cs1	0%	?	?	-5%	·	·	·
Cc1cc(NC(=O)c2cccnc2Cl)ccc1NC(=O)c1cc2ccccc2o1	-3%	28%	?	-2%	-2	-4%	25
Cc1cc(C(=O)OCC(=O)c2ccc(Br)s2)c(C)o1	·	33%[activator]	24%	-39%	33*	-8%	36
C=CCOc1ccc(CN(C)CC(O)COc2cccc3ccccc23)cc1 (centres undefined)	9%	?	10µM*	73%[activator]	-3	6%	-5
CCc1cccc2c(N=O)c(O)[nH]c12	-17%	22%	17%	-17%	-1	-3%	-14
CCCc1cnc(N2CCN(C(=O)c3ccc(F)cc3)CC2)nc1	4%	?	?	28%	4	2%	30
C/C(=N\Nc1cc(C(F)(F)F)ccc1Cl)c1ccncc1	1%	?	?	36%	-3	2%	2
Cc1ccc(S(=O)(=O)c2cc3c(=O)n4cccc(C)c4nc3n(CC3CCCO3)c2=N)cc1C (centres undefined)	0%	?	?	-11%	0	8%	-14
COc1ccc(S(=O)(=O)Nc2cc(C(=O)NC(C)C)ccc2N2CCOCC2)cc1	-8%	·	-15%	11%	4	7%	18
COc1ccccc1S(=O)(=O)Cc1ccc(C(=O)NCc2ccco2)o1	-2%	5%	13%	-1%	-2	-3%	-1

Entries of single compounds as entered above:
Listed for Cc1ccccc1NC(=O)Cc1nc(COC(=O)COc2ccc(C(C)(C)C)cc2)cs1 = TbPYK inhibitor = 0%; Pf growth 96h = ?; Pf growth 48h = ?; AmpC no deterg = -5%; Cycloheximide cs = ·; LmPK inhibitor = ·; Shiga inhibitor = ·
Listed for O=C(NCCCN1CCOCC1)c1cc2c(=O)[nH]c3ccccc3c2s1 = TbPYK inhibitor = 5%; Pf growth 96h = ?; Pf growth 48h = 17%; AmpC no deterg = -27%; Cycloheximide cs = -3; LmPK inhibitor = 7%; Shiga inhibitor = 5
Listed for O=C(COc1ccc(Cl)cc1Cl)Nc1ccc(-c2ccc(N3CCOCC3)nn2)cc1 = TbPYK inhibitor = 3%; Pf growth 96h = ?; Pf growth 48h = 26%; AmpC no deterg = -6%; Cycloheximide cs = ·; LmPK inhibitor = ·; Shiga inhibitor = ·

(further entries)
SMILES	TbPYK inhibitor	Pf growth 96h	Pf growth 48h	AmpC no deterg	Cycloheximide cs	LmPK inhibitor	Shiga inhibitor
CCc1nn(CC(=O)NCCCN(CC)c2cccc(C)c2)c(=O)c2cc3occc3n12	·	24%	-8%	-6%	4	-1%	31
O=C(N/N=C\C=C\c1ccc2c(c1)OCO2)C1COc2cc3ccccc3cc2O1 (centres undefined)	3%	5%	0%	-47%	-3	-1%	-16
COc1ccc(NC(=O)CN(c2ccc(OC)cc2)S(=O)(=O)c2ccc(OC)c(OC)c2)cc1	5%	87%[activator]	-2%	-7%	-2	-7%	-11
CC(OC(=O)CCCN=C1NS(=O)(=O)c2ccccc21)C(=O)Nc1ccc(F)cc1Cl (centres undefined)	-1%	50%[activator]	5%	?	·	·	·
O=C(NCCN1CCCCC1)c1ccc(F)cc1Cl	7%	-6%	26%	2%	12*	0%	27
COc1ccc(-c2nnc(N(C)C(=O)c3ccno3)s2)cc1	-4%	?	109%[activator]	-8%	26*	-3%	60*
CCOC(=O)N1CCN(c2c(NCC3CCCO3)c(=O)c2=O)CC1 (centres undefined)	-2%	-5%	·	-18%	7	12%	-16
Cn1c(=O)n(CC(=O)NCC2CCCO2)c(=O)c2c3c(sc21)COC(C)(C)C3 (centres undefined)	-3%	28%	6%	-10%	-4	2%	17
Cc1ccc(-c2noc(-c3cc4ccccc4oc3=O)n2)cc1	0%	140%[activator]	5%	-12%	25*	0%	42
O=C(Cc1ccc([N+](=O)[O-])cc1)c1ccc(O)cc1O	2%	-23%	36%[activator]	-36%	16*	0%	61*
Cc1nnc(SCc2nc3scc(-c4ccccc4)c3c(=O)[nH]2)s1	5%	18%	11%	-11%	-2	1%	-5
